# OX1R antag: blocks the human orexin 1 receptor; O43613; inhibition, % at 6.6 µM; OX1R-expressing cells, FRET antagonist read-out; hit rate 1.8% among 330,000; AID 485270; in the data active = inhibition mostly above about 38%, no sharp cut-off; inactive = mostly below about 40%;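 also: 0% = agonist challenge alone and 100% = reference antagonist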
# Target sequence (O43613 whole entry, looked up): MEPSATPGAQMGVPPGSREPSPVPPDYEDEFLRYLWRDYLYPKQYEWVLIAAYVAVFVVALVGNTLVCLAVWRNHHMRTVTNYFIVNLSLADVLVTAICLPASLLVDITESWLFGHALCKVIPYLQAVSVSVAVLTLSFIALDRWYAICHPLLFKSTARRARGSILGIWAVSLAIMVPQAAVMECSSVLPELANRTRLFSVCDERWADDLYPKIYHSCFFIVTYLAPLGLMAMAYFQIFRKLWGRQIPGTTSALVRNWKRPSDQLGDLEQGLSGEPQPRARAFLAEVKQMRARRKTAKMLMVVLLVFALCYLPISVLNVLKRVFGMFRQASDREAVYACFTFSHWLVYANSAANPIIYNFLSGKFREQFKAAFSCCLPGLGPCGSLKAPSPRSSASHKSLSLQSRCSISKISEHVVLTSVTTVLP
# STK33 kinase inh: inhibitors of human STK33 kinase; inhibition, % at 10 µM; Q9BYT3; purified STK33, MBP phosphorylation, ADP-Glo luminescence; hit rate 0.073% among 320,000;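 active = inhibition at or above 25%, using the most active replicate where run in duplicate; inactive = inhibition below 25%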
# Target sequence (Q9BYT3 whole entry, looked up): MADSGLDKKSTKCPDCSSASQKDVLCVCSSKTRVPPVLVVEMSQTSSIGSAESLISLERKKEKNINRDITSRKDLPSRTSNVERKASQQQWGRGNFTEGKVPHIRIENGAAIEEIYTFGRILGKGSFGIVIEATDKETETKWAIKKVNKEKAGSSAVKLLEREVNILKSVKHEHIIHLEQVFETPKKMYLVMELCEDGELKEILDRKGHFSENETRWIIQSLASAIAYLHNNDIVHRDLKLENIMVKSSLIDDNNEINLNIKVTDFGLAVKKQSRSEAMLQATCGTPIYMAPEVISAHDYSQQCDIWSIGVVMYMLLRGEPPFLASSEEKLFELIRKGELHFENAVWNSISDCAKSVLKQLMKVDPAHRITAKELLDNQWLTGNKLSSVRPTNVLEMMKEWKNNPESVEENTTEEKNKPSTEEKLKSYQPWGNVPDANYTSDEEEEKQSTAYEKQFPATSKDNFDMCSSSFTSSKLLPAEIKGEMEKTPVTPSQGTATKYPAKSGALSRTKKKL
# KCNQ2 inh: KCNQ2 potassium channel inhibitors, primary screen, cell-based, CHO-K1, FluxOR thallium flux, B-score (AID 2156). O88943. 20 min; hits give low values. B-score at 10 µM. hit rate 1.1% among 310,000;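 active = fluorescence ratio B-score at most minus 3 library SDs, with starting brightness B-score within 2 library SDs, cut at about -5.5 in these data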
# Active calls of the source: *; i = inactive; nt = no result given.
SMILES,OX1R antag,STK33 kinase inh,KCNQ2 inh
O=C(CN1CCCCCC1)Nc1cccc(Br)c1,15,-1.1,i
O=C(CCNS(=O)(=O)c1c(Cl)cccc1Cl)OCC(=O)c1ccccc1F,7,-1.9,i
COC(=O)NC1(C(F)(F)F)C(=O)Nc2c1c(=O)n(C)c(=O)n2C (stereo not given),15,0.0,i
NS(=O)(=O)c1ccc(NC(=O)COC(=O)c2ccc(Cl)cc2[N+](=O)[O-])cc1,4,0.2,i
Cc1oc(-c2ccccc2)[n+]([O-])c1C,29,-0.4,i
O=C(N/N=C/c1ccc(Br)o1)/C(=C/c1ccc([N+](=O)[O-])cc1)NC(=O)c1ccccc1,16,-1.4,i
CCC(=O)N1CCN(c2ccccc2NC(=O)Cc2ccc(Cl)cc2)CC1,7,0.7,i
O=C(COC(=O)CCC(=O)c1cccs1)Nc1ccc(Cl)cn1,10,nt,i
Fc1ccc(Nc2ccnc(Nc3ccc(F)cc3)n2)cc1,7,4.1,i
COc1cc(C=O)ccc1OCCCOc1ccc([N+](=O)[O-])cc1,9,-1.1,i
CN(C)C(CNC(=O)c1cccc(S(=O)(=O)N(C)C)c1)c1ccccc1 (stereo not given),12,5.4,i
Cc1cc(=O)n2nc(N3CCC(C(=O)NCCc4ccc(Cl)cc4)CC3)sc2n1,-2,-0.7,i

# Structural class: those above containing bromine.
SMILES,OX1R antag,STK33 kinase inh,KCNQ2 inh
O=C(CN1CCCCCC1)Nc1cccc(Br)c1,15,-1.1,i
O=C(N/N=C/c1ccc(Br)o1)/C(=C/c1ccc([N+](=O)[O-])cc1)NC(=O)c1ccccc1,16,-1.4,i

# Other compounds follow.
SMILES,OX1R antag,STK33 kinase inh,KCNQ2 inh
CC(C)Cc1n[nH]c(=O)c2c1nnn2Cc1ccccc1F,-1,0.6,i
NCCCC[C@H]1CNC(=S)N1CC1CCCCC1,18,2.3,i
CSc1nc(=S)n(Cc2ccccc2)c(C)c1C(C)=O,5,-1.3,i
CCS(=O)(=O)N1CCC(C(=O)NCc2ccccn2)CC1,11,-0.6,i
CC(C)(C)C1CCC(=NNC(=O)C(=O)NCc2cccnc2)CC1 (stereo not given),19,0.5,i
Cc1ccc(OC(=O)c2cccc([N+](=O)[O-])c2)c(-n2nc3ccccc3n2)c1,9,-0.7,i
Cc1nnc(N2C(=O)C(=O)/C(=C(/O)c3ccc4c(c3)OCCO4)C2c2ccc(F)cc2)s1 (stereo not given),6,-3.3,i
O=C1OCC/C1=C\c1ccccc1,6,-2.7,i
C/C=C/C(=O)OCC(=O)Nc1ccc(F)cc1Cl,17,1.1,i
CCN(CC(=O)Nc1c(F)cccc1F)C(=O)COc1ccc2c(c1)CCC2,13,0.3,i
C/C(=N\NC(=O)CSc1nc(C)cc(C)n1)c1cccc([N+](=O)[O-])c1,13,-1.0,i
COc1ccc(-n2c(SCC(=O)NCCC(C)C)nc3ccsc3c2=O)cc1,11,-1.2,i
Cc1ccc(-c2ccc(SCC(=O)Nc3nonc3C)nn2)cc1,18,-2.4,i
O=C(Cc1ncc(C(F)(F)F)cc1Cl)NCCc1ccccc1,7,-2.0,i
CCn1c(CCNC(=O)c2ccc(OC)cc2)nnc1SCc1ccc(Cl)cc1Cl,36,8.9,i
CCOc1c(Cl)cc(CNCC(C)C)cc1Cl,10,-0.9,i
O=C(O)CC1=C(Nc2ccccc2)C(=O)N(c2ccccc2)C1c1ccc(Br)cc1 (stereo not given),24,nt,i
CCOC(=O)C1CCCN(c2c(N3CCC(N4CCCCC4)CC3)c(=O)c2=O)C1 (stereo not given),6,0.9,i
CCCCN=C1C([N+](=O)[O-])=CC=C2C1=NC1(CCCCC1)N2O,13,-1.7,i
O=C(CNC(=O)Cc1ccc(Cl)cc1)NCc1ccco1,-1,-2.7,i
CC(=O)Nc1cc(-n2cnnn2)ccc1C,17,1.3,i
COC(=O)c1cc(C)sc1NC(=O)c1ccco1,17,-1.6,i
COc1cccc(-n2c(=O)c3ccccc3n(CC(=O)NCC3CCCO3)c2=O)c1 (stereo not given),2,-0.7,i
C=CCC(=O)N1CCCC(C(=O)c2ccc(Cl)cc2)C1 (stereo not given),8,-0.9,i
CCOC(=O)c1cnc(SCC(=O)N2CCOCC2)nc1N,3,-0.8,i
CC(C)c1ccc(C(=O)NC(=S)NCc2cccnc2)cc1,23,-1.1,i
Cc1cc(C)n2nc(C(=O)NC3CCCc4ccccc43)nc2n1 (stereo not given),16,0.1,i
COc1ccc2c(c1)NC(=O)CC(c1ccccc1)=N2,8,1.1,i
O=C(CSc1ccc2nnc(-c3ccncc3)n2n1)Nc1ccc2c(c1)OCO2,15,-0.4,i
CC(C)=CCN1CCN(Cc2cccnc2)CC1CCO (stereo not given),11,0.2,i
Cc1cc(C)c2c(c1)-c1cc(C)nn1C(c1ccc3c(c1)OCO3)N2 (stereo not given),5,-0.6,i
COC(=O)c1cccc(C23CC4(C2)[C@H](CN(Cc2ccc(-c5ccccc5)cc2)[C@@H]4c2ccccc2)C3c2ccc(Cl)nc2)c1 (stereo not given in full),25,-0.6,i
Fc1ccc(-c2cn3cc(C(F)(F)F)cc(Cl)c3n2)cc1,16,-0.5,i
Cc1ccc(S(=O)(=O)NC(CC(=O)N2CCc3ccccc32)c2ccco2)cc1 (stereo not given),36,-2.7,i
O=C(NN1C(=O)NC2(CCCCC2)C1=O)c1cccs1,-3,-5.3,nt
Cc1ccc(N2CCN(S(=O)(=O)c3cccs3)CC2C)cc1 (stereo not given),9,-0.7,i
CCOCCOC(=O)C1=C(C)NC(=O)NC1c1ccc2c(c1)OCO2 (stereo not given),7,-2.4,i
COc1ccc(OC)c2c1sc(=NC(=O)c1ccco1)n2C,21,-0.6,i
Cc1nc2cc(-c3ccccc3)sc2c(=O)n1N,24,6.2,i
COc1ccc(C(C)=O)cc1COC(=O)c1cccnc1Cl,17,1.7,i
CC1(C)SC[C@H](C(=O)Nc2cccc(Cl)c2)N1C=O,6,-2.3,i
COCCCn1c(=O)c2sccc2n2c(CCCC(=O)NCc3ccc(OC)cc3)nnc12,13,-1.7,i
COCCCNc1oc(/C=C/c2ccccc2)nc1C#N,0,0.4,i
O=C1NCCN1Cc1ccc(F)cc1,8,-0.1,i
CCOc1ccc(NS(=O)(=O)c2ccc3[nH]c(=O)[nH]c3c2)cc1,3,-1.2,i
O=[N+]([O-])c1ccc(Cc2ccccn2)cc1,12,-0.5,nt
Oc1ccc(N2Cc3ccccc3C2)cc1,8,0.4,i
CCc1nnc(SCC(=O)Nc2ccc(NC(C)=O)cc2)n1-n1cccc1,16,-0.5,i
CCCC(=O)Nc1ccc(NC(=O)c2ccccn2)cn1,12,0.3,i
Cc1ccc(NC(=O)Nc2ccc3c(c2)OCO3)nc1,18,0.3,i
CCS(=O)(=O)c1ccc2oc(SCC(=O)NC34CC5CC(CC(C5)C3)C4)nc2c1,8,-0.3,i
Cc1cccc(C(C)(C)C)c1OCCOCCN1CCCC1,13,-1.4,i
O=C(CCNc1ccccc1)c1ccc2c(c1)OCO2,18,-2.2,i
C/C(=N\NC(=O)c1ccc(N2CCCC2=O)cc1)c1ccccc1,8,-0.4,i
COc1ccc(N(CC(=O)NCCc2ccccc2)C(=O)c2csnn2)cc1OC,4,-1.3,i
C/C=C(/C)C(=O)Nc1cccc(C2=NOC3(C2)C[C@@H](C(N)=O)N(C(=O)CC(c2ccccc2)c2ccccc2)C3)c1 (stereo not given in full),23,1.3,i
Cc1nc2ncccn2c1-c1csc(NCc2ccco2)n1,36,1.0,i
CCCn1c(SCC(=O)N(CC)CC)nnc1-c1ccncc1,15,0.0,i
OCC1(CCOc2ccccc2)CCN(Cc2cc(Cl)ccc2O)CC1,9,0.4,i
Cc1ccc(NC(=S)NCc2ccc(F)cc2)c(C)c1,-2,-0.2,i
# The listing continues.
SMILES,OX1R antag,STK33 kinase inh,KCNQ2 inh
CCOc1c2ccc(C(=O)NCCCCc3ccccc3)cc2nn1C,20,0.2,i
O=C(CSc1nc(-c2ccco2)cc(C(F)(F)F)n1)Nc1cccnc1,4,0.1,i
CN1CCC(=NNC(=O)COc2ccc(Cl)cc2)CC1,5,-0.4,i
Cc1ccccc1N1CCN(C(=O)c2cc(C3CC3)nn2-c2ccccc2)CC1,6,-1.0,nt
CCSc1nc2ccccc2n1CC(=O)O,15,-1.4,i
O=C(COC(=O)C1CC1)NCc1ccccc1Cl,18,-1.8,i
COC(=O)c1c(O)cc(C(C)(C)C)n(-c2ccc(F)cc2)c1=O,10,-0.4,i
CC(=O)Nc1ccc(S(=O)(=O)N2CCN(S(=O)(=O)N3CCC(C)CC3)CC2)cc1,23,0.1,i
Cc1cc(C)nc(SCc2nnc(SCc3ccccc3Cl)o2)n1,7,nt,i
CCCCOP(=O)(c1ccc(N(C)C)cc1)C(O)c1ccccc1F (stereo not given),11,-0.9,i
O=C(c1cnn(C(=O)c2ccco2)c1)c1cc(Cl)cc(Cl)c1O,12,-1.3,nt
COc1ccccc1N1CCN(C(=O)c2ccc(NS(=O)(=O)c3ccc(C)cc3)cc2)CC1,27,0.9,i
O=C(CSc1nc2ccccc2[nH]1)Nc1cc(C(F)(F)F)ccc1N1CCOCC1,87*,-1.2,i
Cc1cc(C(=O)OCC(=O)N2c3ccccc3NC(=O)C2(C)C)c(C)n1-c1ccccc1,29,0.3,i
CNC(=O)CN(C1CCCCC1)S(=O)(=O)c1ccc(F)cc1,9,-0.8,i
O=C(CCNC(=O)c1ccccc1Cl)Nc1nc2ccccc2s1,17,0.3,i
O=C(NCc1nnnn1-c1ccc(F)c(F)c1)c1ccc2ccccc2c1,23,1.3,i
COc1c(Cl)cc(Cl)cc1C(=O)n1nc(C)cc1C,7,1.8,i
CCOc1cc(CNn2nnnc2N)ccc1OCC(=O)NC(C)(C)C,0,0.4,i
Cc1ccc(SCC(=O)NNC(=O)c2ccccc2)c(C)c1,18,-1.9,i
O=C(CSc1n[nH]c(=O)[nH]c1=O)Nc1ccc(SC(F)F)cc1,3,-1.1,nt
O=C(NCc1ccccc1Cl)c1ccccc1CCc1ccccc1,50*,0.0,-5.6*
Cc1ccc2c(COC(=O)c3ccccc3F)cc(=O)oc2c1,11,-0.8,i
Cc1cc(C)cc(N(CC(=O)NCc2ccc(F)cc2)C(=O)CCC(=O)Nc2ccccn2)c1,44,1.0,i
O=Cc1ccccc1OCCOc1ccc([N+](=O)[O-])cc1,25,-0.4,i
COc1cc(-c2nnc(SCC(=O)NC3CCS(=O)(=O)C3)o2)cc(OC)c1OC (stereo not given),14,-1.2,i
Cc1nc(C(F)(F)F)ccc1C(=O)Nc1ccccc1F,9,-1.3,i
CC1=NN(C(N)=S)C(=O)C1N=Nc1c(C)cc(C)cc1C (stereo not given),13,-0.9,i
CC1(C)CC(NC(=O)c2ccc(-c3ccc([N+](=O)[O-])cc3)o2)CC(C)(C)N1,35,-0.6,i
CCCn1c(CCNc2nc(-c3ccc(OC)cc3)cs2)nc2ccccc21,29,1.4,i
CCc1nnc(NC(=O)CSc2nccn2-c2cccc(C)c2)s1,2,-0.8,i
CC(=O)C1=C(O)C(=O)OC1c1ccc(C)cc1 (stereo not given),10,4.1,i
Oc1ccc2ccccc2c1C=NC12CN3CCN(CN(C3)C1)C2,61,-1.1,i
Cc1cccc(C)c1NC(=O)CNC(=O)c1ccc(NS(=O)(=O)c2ccc3[nH]c(=O)[nH]c3c2)cc1,11,-0.7,i
Cc1ccc(C(=O)N2CC(C(=O)O)C2)cc1,26,-0.4,i
COc1ccccc1CNC(=O)CCc1ccccc1,5,-1.2,i
COC(=O)c1sccc1NC(=O)COc1ccc(C)cc1,15,nt,i
CCC(=O)Nc1ccc(-c2nnc(SCc3ccc(C(=O)Nc4nccs4)cc3)n2CC)cc1,48,-0.7,i
O=C(Nc1ccc(-c2nc3ccccc3o2)cc1)c1ccc2c(c1)OCO2,13,7.9,i
O=CN1CC(=O)N(c2ccccc2)c2c([nH]c3ccccc23)C1,3,-0.8,i
CN(C)CCNCc1ccc(OC2CCCC2)cc1,2,2.6,i
COc1ccc(-c2nc3ccccc3s2)cc1O,112*,3.3,i

# Entries shown so far containing an aryl thioether with sulfur outside any ring (19):
SMILES,OX1R antag,STK33 kinase inh,KCNQ2 inh
CSc1nc(=S)n(Cc2ccccc2)c(C)c1C(C)=O,5,-1.3,i
C/C(=N\NC(=O)CSc1nc(C)cc(C)n1)c1cccc([N+](=O)[O-])c1,13,-1.0,i
COc1ccc(-n2c(SCC(=O)NCCC(C)C)nc3ccsc3c2=O)cc1,11,-1.2,i
Cc1ccc(-c2ccc(SCC(=O)Nc3nonc3C)nn2)cc1,18,-2.4,i
CCn1c(CCNC(=O)c2ccc(OC)cc2)nnc1SCc1ccc(Cl)cc1Cl,36,8.9,i
CCOC(=O)c1cnc(SCC(=O)N2CCOCC2)nc1N,3,-0.8,i
O=C(CSc1ccc2nnc(-c3ccncc3)n2n1)Nc1ccc2c(c1)OCO2,15,-0.4,i
CCc1nnc(SCC(=O)Nc2ccc(NC(C)=O)cc2)n1-n1cccc1,16,-0.5,i
CCS(=O)(=O)c1ccc2oc(SCC(=O)NC34CC5CC(CC(C5)C3)C4)nc2c1,8,-0.3,i
CCCn1c(SCC(=O)N(CC)CC)nnc1-c1ccncc1,15,0.0,i
O=C(CSc1nc(-c2ccco2)cc(C(F)(F)F)n1)Nc1cccnc1,4,0.1,i
CCSc1nc2ccccc2n1CC(=O)O,15,-1.4,i
Cc1cc(C)nc(SCc2nnc(SCc3ccccc3Cl)o2)n1,7,nt,i
O=C(CSc1nc2ccccc2[nH]1)Nc1cc(C(F)(F)F)ccc1N1CCOCC1,87*,-1.2,i
Cc1ccc(SCC(=O)NNC(=O)c2ccccc2)c(C)c1,18,-1.9,i
O=C(CSc1n[nH]c(=O)[nH]c1=O)Nc1ccc(SC(F)F)cc1,3,-1.1,nt
COc1cc(-c2nnc(SCC(=O)NC3CCS(=O)(=O)C3)o2)cc(OC)c1OC (stereo not given),14,-1.2,i
CCc1nnc(NC(=O)CSc2nccn2-c2cccc(C)c2)s1,2,-0.8,i
CCC(=O)Nc1ccc(-c2nnc(SCc3ccc(C(=O)Nc4nccs4)cc3)n2CC)cc1,48,-0.7,i

# Screening data as filed in PubChem BioAssay.
